TcdB GH inh: blocks C. difficile toxin B glycohydrolase activity. P18177. TcdB glycohydrolase enzymatic assay, plate reader. inhibition, % at 9.99 µM. 350,000 compounds, 0.24% hits; in the data active = inhibition above about 10%
Target sequence (P18177 whole entry, looked up): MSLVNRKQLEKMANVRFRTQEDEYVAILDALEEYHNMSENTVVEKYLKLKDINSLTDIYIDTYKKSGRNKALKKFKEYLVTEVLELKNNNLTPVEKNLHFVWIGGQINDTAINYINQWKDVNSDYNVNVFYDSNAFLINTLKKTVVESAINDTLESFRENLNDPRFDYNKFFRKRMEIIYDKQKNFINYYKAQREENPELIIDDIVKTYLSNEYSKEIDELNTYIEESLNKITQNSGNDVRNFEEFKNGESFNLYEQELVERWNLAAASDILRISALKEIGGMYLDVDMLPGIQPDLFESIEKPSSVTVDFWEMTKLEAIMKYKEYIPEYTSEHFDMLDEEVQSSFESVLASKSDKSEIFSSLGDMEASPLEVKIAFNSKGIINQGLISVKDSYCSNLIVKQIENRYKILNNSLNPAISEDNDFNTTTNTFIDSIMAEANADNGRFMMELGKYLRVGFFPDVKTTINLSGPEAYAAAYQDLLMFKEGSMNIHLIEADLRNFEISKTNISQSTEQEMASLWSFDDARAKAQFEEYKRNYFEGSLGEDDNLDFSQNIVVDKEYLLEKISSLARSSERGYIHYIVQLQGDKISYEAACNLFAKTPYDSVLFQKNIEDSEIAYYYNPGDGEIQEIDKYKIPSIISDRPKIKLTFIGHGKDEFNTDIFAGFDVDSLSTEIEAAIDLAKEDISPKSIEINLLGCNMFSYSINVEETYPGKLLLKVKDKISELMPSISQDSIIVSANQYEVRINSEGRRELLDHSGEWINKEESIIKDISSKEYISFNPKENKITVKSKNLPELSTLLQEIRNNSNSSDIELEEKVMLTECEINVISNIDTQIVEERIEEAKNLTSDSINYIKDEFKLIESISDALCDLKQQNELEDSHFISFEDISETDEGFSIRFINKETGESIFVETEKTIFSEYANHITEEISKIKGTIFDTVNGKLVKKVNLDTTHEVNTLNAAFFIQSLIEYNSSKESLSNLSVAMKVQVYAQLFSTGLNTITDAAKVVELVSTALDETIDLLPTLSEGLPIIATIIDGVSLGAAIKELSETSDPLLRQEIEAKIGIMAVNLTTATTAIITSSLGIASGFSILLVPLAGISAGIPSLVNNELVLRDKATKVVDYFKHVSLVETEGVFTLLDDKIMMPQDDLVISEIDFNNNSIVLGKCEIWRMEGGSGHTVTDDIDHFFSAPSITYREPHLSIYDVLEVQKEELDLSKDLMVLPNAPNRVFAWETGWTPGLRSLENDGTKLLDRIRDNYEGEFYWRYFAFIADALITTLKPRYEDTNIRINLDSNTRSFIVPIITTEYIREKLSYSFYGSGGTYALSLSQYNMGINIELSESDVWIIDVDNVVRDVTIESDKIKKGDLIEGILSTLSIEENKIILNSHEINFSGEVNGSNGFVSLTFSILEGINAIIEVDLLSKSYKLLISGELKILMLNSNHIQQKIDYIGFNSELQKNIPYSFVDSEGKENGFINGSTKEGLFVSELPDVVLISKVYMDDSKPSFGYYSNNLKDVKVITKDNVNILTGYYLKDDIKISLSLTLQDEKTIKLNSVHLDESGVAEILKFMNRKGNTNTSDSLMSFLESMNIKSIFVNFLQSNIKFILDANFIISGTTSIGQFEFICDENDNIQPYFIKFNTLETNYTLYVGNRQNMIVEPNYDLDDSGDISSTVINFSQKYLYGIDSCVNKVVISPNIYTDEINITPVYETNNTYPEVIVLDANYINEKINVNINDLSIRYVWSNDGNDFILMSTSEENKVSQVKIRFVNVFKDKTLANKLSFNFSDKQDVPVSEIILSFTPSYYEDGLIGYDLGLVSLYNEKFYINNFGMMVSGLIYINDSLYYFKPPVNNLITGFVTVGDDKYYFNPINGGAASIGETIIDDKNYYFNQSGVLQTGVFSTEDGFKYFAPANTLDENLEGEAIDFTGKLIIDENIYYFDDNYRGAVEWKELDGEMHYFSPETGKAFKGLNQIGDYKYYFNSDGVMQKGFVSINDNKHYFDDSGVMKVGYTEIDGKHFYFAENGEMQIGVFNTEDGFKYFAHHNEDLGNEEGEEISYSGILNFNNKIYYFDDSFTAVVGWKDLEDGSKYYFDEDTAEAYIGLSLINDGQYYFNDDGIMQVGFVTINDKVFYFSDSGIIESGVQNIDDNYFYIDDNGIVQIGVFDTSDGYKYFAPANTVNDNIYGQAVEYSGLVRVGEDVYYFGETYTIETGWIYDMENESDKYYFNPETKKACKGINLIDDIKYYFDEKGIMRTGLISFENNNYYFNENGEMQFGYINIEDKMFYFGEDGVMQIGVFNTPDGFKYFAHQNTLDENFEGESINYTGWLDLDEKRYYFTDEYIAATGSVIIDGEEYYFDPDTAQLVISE
* hit, by the source's call.

The opening 3 entries, ahead of the listing:
compound	TcdB GH inh
CCC(=O)N1[C@@H]2c3ccc(/C=C/c4ccccc4)c(=O)n3C[C@@H]2[C@@H](CO)[C@@H]1C(=O)Nc1nccs1	-1.3
O=C(C1CCCCC1)N1CC(=O)N2[C@H](CO)[C@H](c3ccc(-c4cccnc4)cc3)[C@@H]2C1	0.2
COc1ccc(S(=O)(=O)N(C)C[C@@H]2Oc3ncc(-c4ccncc4)cc3C(=O)N([C@@H](C)CO)C[C@@H]2C)cc1	0.5

The listing, repeating the preview:
compound	TcdB GH inh
CCC(=O)N1[C@@H]2c3ccc(/C=C/c4ccccc4)c(=O)n3C[C@@H]2[C@@H](CO)[C@@H]1C(=O)Nc1nccs1	-1.3
O=C(C1CCCCC1)N1CC(=O)N2[C@H](CO)[C@H](c3ccc(-c4cccnc4)cc3)[C@@H]2C1	0.2
COc1ccc(S(=O)(=O)N(C)C[C@@H]2Oc3ncc(-c4ccncc4)cc3C(=O)N([C@@H](C)CO)C[C@@H]2C)cc1	0.5
CC(C)NC(=O)N(C)C[C@H]1Oc2ncc(-c3cccc(C#N)c3)cc2C(=O)N([C@@H](C)CO)C[C@H]1C	-0.1
O=C(Nc1ccccc1)N1C[C@@H]2[C@H](c3ccccc31)[C@@H](CO)N2C(=O)c1ccccc1F	-0.5
CC(C)OC(=O)N(C)C[C@H]1OCc2cnnn2CCCC(=O)N([C@@H](C)CO)C[C@@H]1C	1.3
O=C(Cc1cccnc1)N1[C@@H]2CNc3ccccc3[C@@H]2[C@@H]1CO	0.2
CCC(=O)Nc1ccc2c(c1)OC[C@H](C)N(C(=O)C1CC1)C[C@H](C)[C@H](OC)CN(C)C2=O	0.3
C[C@@H]1CCCCO[C@H](CN(C)C(=O)NC2CCCCC2)[C@@H](C)CN([C@H](C)CO)C(=O)c2cc(NC(=O)Nc3ccc(F)cc3)ccc2O1	-0.2
CC(C)CC#Cc1ccc([C@@H]2[C@@H](CO)N3C(=O)CN(S(=O)(=O)c4cccc(F)c4)C[C@H]23)cc1	-0.2
CO[C@H]1CN(C)C(=O)c2cc(NC(=O)c3ccc(F)cc3)ccc2OC[C@H](C)N(C)C[C@H]1C	-0.1
C[C@H]1CN([C@@H](C)CO)C(=O)c2cc(C#Cc3ccccc3)cnc2O[C@H]1CN(C)C(=O)C1CC1	0.7
C/C=C/c1ccc2c(c1)O[C@H](CN(C)C(=O)c1ccccc1F)[C@H](C)CN([C@@H](C)CO)S2(=O)=O	-1.9
O=C(C[C@@H]1C=C[C@@H](NS(=O)(=O)c2ccc(F)cc2)[C@@H](CO)O1)N1CCN(c2ccccc2)CC1	0.0
COc1ccc(NC(=O)Nc2ccc3c(c2)CC(=O)N([C@@H](C)CO)C[C@H](C)[C@@H](CN(C)S(=O)(=O)c2cn(C)cn2)O3)cc1	-0.7
N#Cc1cccc(-c2ccc(C3[C@@H]4CN(C(=O)Nc5ccccc5)C[C@H]3N4)cc2)c1 (stereo partly specified)	1.1
C[C@H](CO)N1C[C@H](C)[C@@H](CN(C)S(=O)(=O)c2ccc(Cl)cc2)OCCCC[C@H](C)Oc2ccc(NS(=O)(=O)c3cccs3)cc2C1=O	0.3
COc1ccc(S(=O)(=O)Nc2ccc3c(c2)CC(=O)N([C@@H](C)CO)C[C@H](C)[C@H](CN(C)C(=O)Nc2ccc(C(F)(F)F)cc2)O3)cc1	1.2
O=C(O)C[C@@H]1C=C[C@@H](NC(=O)Nc2ccccc2)[C@H](CO)O1	1.0
CC(C)NC(=O)Nc1cccc2c1O[C@H](CN(C)Cc1ccc(-c3ccccc3)cc1)[C@H](C)CN([C@@H](C)CO)C2=O	-0.7

Two entries from above, with each value named:
COc1ccc(NC(=O)Nc2ccc3c(c2)CC(=O)N([C@@H](C)CO)C[C@H](C)[C@@H](CN(C)S(=O)(=O)c2cn(C)cn2)O3)cc1
  TcdB GH inh: -0.7
N#Cc1cccc(-c2ccc(C3[C@@H]4CN(C(=O)Nc5ccccc5)C[C@H]3N4)cc2)c1 (stereo partly specified)
  TcdB GH inh: 1.1

Next results
compound	TcdB GH inh
CO[C@H]1CN(C)C(=O)c2cccc(C#N)c2OC[C@H]2O[C@@H](CC[C@@H]2OC)CCN(C)C(=O)[C@H]1C	-0.4
CCCC#Cc1ccc([C@@H]2[C@@H](CO)N3C(=O)CN(C(=O)c4cccnc4)C[C@H]23)cc1	-2.4
Cc1cccc(NC(=O)Nc2ccc3c(c2)C(=O)N(C)[C@@H]2CC[C@H](CC(=O)NCc4ccccc4Cl)O[C@@H]2CO3)c1	1.2
CCCN(C)C[C@@H]1Oc2cc(C#C[C@H](C)O)ccc2S(=O)(=O)N([C@H](C)CO)C[C@@H]1C	-0.1
COc1ccc(CN(C)C[C@@H]2Oc3ccc(NS(=O)(=O)c4c(C)noc4C)cc3CC(=O)N([C@H](C)CO)C[C@@H]2C)cc1	0.3
Cc1cc(C(=O)Nc2cccc3c2O[C@H](CN(C)Cc2ccc(-c4ccccc4)cc2)[C@@H](C)CN([C@@H](C)CO)C3=O)n(C)n1	0.4
COc1cccc(S(=O)(=O)N2C[C@@H](O)COC[C@@H]3O[C@H](CC(=O)N4CCN(c5ccccc5)CC4)CC[C@H]32)c1	-0.1
COc1ccc(S(=O)(=O)N(C)C[C@@H]2Oc3cc(C#CC4CC4)ccc3S(=O)(=O)N([C@H](C)CO)C[C@@H]2C)cc1	0.2
C[C@H](CO)N1C[C@H](C)[C@@H](CN(C)Cc2ccc(F)cc2)OCc2ccccc2-c2ccccc2C1=O	0.0
Cc1ccccc1S(=O)(=O)N1CC(=O)N2[C@@H](CO)[C@H](c3ccc(C#Cc4ccccc4)cc3)[C@@H]2C1	-8.0
C[C@H]1CN([C@@H](C)CO)C(=O)c2ccccc2-c2ccccc2CO[C@H]1CN(C)S(=O)(=O)c1ccccc1	1.2
C(=C\c1ccc(C2[C@H]3CNC[C@@H]2N3Cc2ccccn2)cc1)/c1ccccc1 (stereo partly specified)	1.2
Cc1ccc(-c2ccccc2[C@@H]2[C@H](C#N)N(C(=O)c3cccc(F)c3)[C@H]2CO)cc1	1.0
N#C[C@H]1[C@@H](c2ccccc2)[C@H](CO)N1C(=O)c1ccccc1F	-0.9
C[C@@H]1CN([C@H](C)CO)C(=O)c2cc(NC(=O)Cc3cn(C)c4ccccc34)ccc2O[C@@H]1CN(C)CC1CC1	0.0
C[C@@H]1CN([C@H](C)CO)C(=O)c2cc(NC(=O)CCC(F)(F)F)ccc2O[C@@H]1CN(C)S(=O)(=O)c1ccc(F)cc1	1.3
CC(=O)N(C)C[C@@H]1Oc2cc(C#CC(C)(C)O)ccc2S(=O)(=O)N([C@H](C)CO)C[C@H]1C	0.5
COc1ccc(C#Cc2ccc3c(c2)O[C@@H](CN(C)C(=O)CN2CCOCC2)[C@H](C)CN([C@@H](C)CO)S3(=O)=O)cc1	-1.3
COCCNC(=O)C[C@H]1CC[C@@H]2[C@H](COC[C@H](O)CN2S(=O)(=O)c2ccccc2C)O1	0.9
N#Cc1cccc(-c2ccc3c(c2)[C@H]2[C@H](CCN2C(=O)C2CCCCC2)[C@H](CO)N3)c1	0.0
C[C@H]1CN([C@@H](C)CO)C(=O)c2cc(NC(=O)c3ccncc3)ccc2O[C@@H]1CN(C)Cc1ccc(Cl)c(Cl)c1	0.4
COCC(=O)N1CCC2(CC1)CN(Cc1ccc3c(c1)OCO3)[C@H](CO)c1c2c2ccc(OC)cc2n1C	1.1
C[C@@H]1CN([C@@H](C)CO)C(=O)c2cccc(NC(=O)c3ccncc3)c2O[C@H]1CN(C)S(=O)(=O)c1ccccc1	0.5
CC(=O)N1[C@H](CN(C(=O)c2cccc(F)c2)C(C)C)[C@H](c2ccccc2)[C@@H]1CO	-3.5
CNC[C@@H]1Oc2c(NC(=O)Nc3c(C)noc3C)cccc2C(=O)N([C@@H](C)CO)C[C@@H]1C	0.6
Cc1noc(C)c1NC(=O)NCC[C@H]1CC[C@H](NC(=O)Cc2cccnc2)[C@@H](CO)O1	0.5
O=C(C[C@H]1C[C@H]2c3cc(NC(=O)c4ccc5c(c4)OCO5)ccc3O[C@H]2[C@H](CO)O1)NCCN1CCCCC1	0.7
O=C(Cc1ccccc1)N1C[C@@H]2[C@H](c3ccccc31)[C@H](CO)N2C(=O)C1CC1	-0.9
C/C=C/c1ccc([C@H]2[C@@H](CN(C)S(C)(=O)=O)N(C(=O)CC)[C@H]2CO)cc1	1.1
C[C@H](CO)N1C[C@H](C)[C@H](CN(C)Cc2ccc(C(=O)Nc3ccccc3N)cc2)Oc2ccc(NC(=O)NC3CCCCC3)cc2CC1=O	2.4
COc1ccc(NC(=O)N2CCCCN3[C@H](C2)[C@@H](c2ccc(C#Cc4ccccn4)cc2)[C@@H]3CO)cc1	0.8
COCC(=O)N1CC2(C1)[C@@H](c1ccccc1)[C@@H](CO)N2C(=O)NC1CCCC1	-1.8
C[C@@H]1CN([C@@H](C)CO)C(=O)c2cc(-c3ccc(C#N)cc3)cnc2O[C@@H]1CN(C)C(=O)Nc1ccc(F)cc1	1.8
O=C(CN1CCOCC1)NCC[C@H]1CC[C@@H](NC(=O)Nc2ccc(F)cc2)[C@H](CO)O1	-0.6
C[C@@H]1CN([C@H](C)CO)S(=O)(=O)c2ccc(C3=CCCC3)cc2O[C@@H]1CN(C)C(=O)c1ccncc1	-1.7
C/C=C/c1ccc2c(c1)O[C@H](CN(C)C(=O)COC)[C@@H](C)CN([C@@H](C)CO)S2(=O)=O	-0.6
CCC(=O)Nc1ccc2c(c1)C(=O)N(C)C[C@@H](OC)[C@@H](C)CN(CCC(F)(F)F)[C@H](C)CO2	-0.8
CC=Cc1ccc2n(c1=O)C[C@@H]1[C@@H](CO)[C@H](C(=O)NCCC)N(Cc3cccnc3)[C@H]21 (mixture of isomers)	-0.9
CNC[C@@H]1Oc2c(NS(=O)(=O)c3ccc(OC)cc3)cccc2C(=O)N([C@H](C)CO)C[C@H]1C	0.3
C[C@@H]1CN([C@@H](C)CO)C(=O)Cc2cc(NC(=O)Cc3cn(C)c4ccccc34)ccc2O[C@H]1CN(C)Cc1ccc(-c2ccccc2)cc1	0.2
O=C(C[C@@H]1CC[C@H]2[C@@H](COC[C@H](O)CN2Cc2cc(F)cc(F)c2)O1)Nc1nccs1	0.9
C[C@@H]1CN([C@H](C)CO)S(=O)(=O)c2ccc(/C=C/c3ccccc3)cc2O[C@@H]1CN(C)Cc1ccccc1	-1.2
CC(=O)N(C)C[C@H]1Oc2cc(C#Cc3ccncc3)ccc2S(=O)(=O)N([C@@H](C)CO)C[C@H]1C	0.9
CCC(=O)N1CC2(CCN(C(=O)Cc3ccccc3)CC2)c2c(n(C)c3cc(OC)ccc23)[C@H]1CO	0.3
COc1ccc2c3c([nH]c2c1)[C@@H](CO)N(C(=O)C1CCCC1)CC31CN(S(C)(=O)=O)C1	0.7
COc1cccc(CNC(=O)[C@H]2[C@H](CO)[C@H]3Cn4c(cccc4=O)[C@@H]2N3C(=O)C2CC2)c1	-2.5
COc1ccc(NC(=O)N(C)C[C@@H]2Oc3ccc(NC(=O)CCCN(C)C)cc3C(=O)N([C@H](C)CO)C[C@H]2C)cc1	0.0
C[C@@H]1CN([C@@H](C)CO)S(=O)(=O)c2ccc(C#CCN(C)C)cc2O[C@H]1CN(C)C(=O)CN(C)C	-1.5
CC(C)NC(=O)Nc1ccc2c(c1)C(=O)N([C@H](C)CO)C[C@H](C)[C@@H](CN(C)C(=O)NC1CCCCC1)OCCCC[C@H](C)O2	-0.1
COc1ccc2c3c([nH]c2c1)[C@H](CO)N(C(=O)CC1CC1)CC31CCN(C(=O)c2ccccc2)CC1	-0.7

(list continues)
compound	TcdB GH inh
CC(C)C#Cc1ccc2c(c1)O[C@@H](CN(C)CC1CCOCC1)[C@@H](C)CN([C@@H](C)CO)S2(=O)=O	1.6
CC(=O)N(C)C[C@@H]1Oc2cc(C#Cc3ccc(F)cc3)ccc2S(=O)(=O)N([C@@H](C)CO)C[C@H]1C	-1.3
CN1c2ccc(-c3ccccc3)cc2[C@H]2[C@H](CCN2C(=O)CN2CCOCC2)[C@@H]1CO	-0.8
Cc1noc(C)c1NC(=O)N(C)C[C@@H]1OCCCC[C@@H](C)Oc2ccc(NS(=O)(=O)c3ccc(F)cc3)cc2C(=O)N([C@H](C)CO)C[C@@H]1C	-0.5
CNC[C@H]1Oc2ccc(NC(=O)Cc3cn(C)c4ccccc34)cc2CC(=O)N([C@@H](C)CO)C[C@@H]1C	-0.1
C[C@H](CO)N1C[C@H](C)[C@H](CN(C)C(=O)Nc2ccccc2)Oc2c(NC(=O)c3nc4ccccc4s3)cccc2C1=O	-0.6
CCOC(=O)c1cc2c(c(-c3cccc(-c4cccc(OC)c4)c3)n1)[C@@H](CCO)N(S(=O)C(C)(C)C)C2 (stereo partly specified)	1.1
CCCNC(=O)N(C)C[C@H]1Oc2cc(C#CCN(C)C)ccc2S(=O)(=O)N([C@@H](C)CO)C[C@H]1C	0.0
CO[C@H]1CN(C)C(=O)c2ccc(NC(=O)C3CCCCC3)cc2OC[C@H](C)N(Cc2cccnc2)C[C@@H]1C	0.6
CNC[C@H]1Oc2ccc(N(C)C)cc2C(=O)N([C@H](C)CO)C[C@H]1C	-10.0
O=C(NCC[C@H]1CC[C@H](NC(=O)C2CCCC2)[C@H](CO)O1)c1cnccn1	0.3
COc1ccc2c3c([nH]c2c1)[C@@H](CO)N(Cc1ccccc1F)CC31CN(C(=O)C2CC2)C1	0.1

Structures from the list above containing a Cl atom, in the order listed:
compound	TcdB GH inh
C[C@H](CO)N1C[C@H](C)[C@@H](CN(C)S(=O)(=O)c2ccc(Cl)cc2)OCCCC[C@H](C)Oc2ccc(NS(=O)(=O)c3cccs3)cc2C1=O	0.3
Cc1cccc(NC(=O)Nc2ccc3c(c2)C(=O)N(C)[C@@H]2CC[C@H](CC(=O)NCc4ccccc4Cl)O[C@@H]2CO3)c1	1.2
C[C@H]1CN([C@@H](C)CO)C(=O)c2cc(NC(=O)c3ccncc3)ccc2O[C@@H]1CN(C)Cc1ccc(Cl)c(Cl)c1	0.4

Some of the compounds tested; the hit share may differ from the screen's.
